Vif-APOBEC3F blk: qHTS for Inhibitors of Vif-A3F Interactions: qHTS | HeLa A3F-eYFP + Vif (tagged APOBEC3F with the HIV-1 protein that degrades it), YFP fluorescence increase | Potency, µM (doses to about 46.1 µM), for inactives: top-dose activity, negative = active | hit rate 0.2% among 390,000; further: potency means the concentration at half of the fitted maximal effect; % of control where 0% means no effect; nearly all actives have a fitted effect of over 65% in size
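Fluorescence increase (Ex 488/Em 500-530) after overnight compound treatment at 37 deg C flags inhibition of Vif-driven A3F-eYFP loss in stable HeLa A3F-eYFP/Vif cells seeded overnight beforehand.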
D1 ag: Allosteric Agonists of the Human D1 Dopamine Receptor: qHTS. D(1A) dopamine receptor (Homo sapiens), P21728. HEK293 T-REx D1 cells, calcium flux, agonist mode. activation, % at 2 µM. hit rate 1% among 360,000. AID 504660, 2011; in the data active means activation above about 30%; further: 0% is about no effect
Target sequence (P21728 whole entry, looked up): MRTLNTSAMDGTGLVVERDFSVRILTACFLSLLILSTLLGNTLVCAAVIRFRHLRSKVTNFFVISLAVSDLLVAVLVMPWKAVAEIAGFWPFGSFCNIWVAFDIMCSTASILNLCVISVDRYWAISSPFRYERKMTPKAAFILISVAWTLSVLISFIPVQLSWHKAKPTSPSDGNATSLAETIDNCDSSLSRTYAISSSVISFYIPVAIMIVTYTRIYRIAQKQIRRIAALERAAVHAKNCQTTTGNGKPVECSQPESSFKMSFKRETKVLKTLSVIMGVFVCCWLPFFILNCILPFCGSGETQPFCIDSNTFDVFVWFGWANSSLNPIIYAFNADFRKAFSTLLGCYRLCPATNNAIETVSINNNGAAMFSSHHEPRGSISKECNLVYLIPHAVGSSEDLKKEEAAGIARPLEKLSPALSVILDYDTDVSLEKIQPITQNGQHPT
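Inducible HEK293 T-REx D1 cells, force-coupled to calcium signalling, were plated at 4000 cells/well with tetracycline and held overnight at 30 C. After no-wash calcium dye loading, compound-evoked calcium rise over 180 s flagged agonists.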
RXFP1 ag: qHTS Assay for Agonists of the Relaxin Receptor RXFP1. AID 2676, 2010. hit rate 0.3% among 370,000. HEK293T-RXFP1 cAMP TR-FRET, 30 min; response scale: percent of porcine relaxin response, buffer zero. Potency, µM (series often up to 57.5 µM), inactives show at the highest dose activation, usual class: activators. Relaxin receptor 1 (Homo sapiens), Q9HBX9; further: potency means the concentration at half of the fitted maximal effect; on the % scale 0 is the no-effect control and ±100 the full control effect; nearly all actives have a fitted effect of over 60% in size; many of its hits are not listed in these tables
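Agonist response is measured as cAMP accumulation in an RXFP1-transfected HEK293T line under PDE4 inhibition. Values are scaled between buffer-only and 29 nM porcine relaxin, and EC50s come from standard Hill equation fits.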
Glioma ERSR ind: qHTS for Inducers of the Endoplasmic Reticulum Stress Response (ERSR) in Human Glioma: qHTS | hit rate 0.02% among 420,000 | AID 602332, 2012 | Potency, µM, without a hit: at the highest dose activation, most hits filed as activators | U87-MG GRP78 promoter luciferase reporter, 16 h; further: potency means the concentration at half of the fitted maximal effect; series mostly up to about 76 µM; % of control where 0% means no effect; nearly all actives have a fitted effect of over 35% in size
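ERSR induction read as luciferase luminescence (Bright-Glo, 10 min at room temperature) in stably transfected human U87-MG glioma cells exposed to compounds for 16 h, using GRP78 as sensor.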
D2 PAM: HTS Assay for Positive Allosteric Modulators of the Human D2 Dopamine Receptor: Primary Screen for Potentiators | D(2) dopamine receptor (Homo sapiens), P14416 | HEK293 T-REx D2, calcium flux, EC20 dopamine potentiation | potentiation, % at 10 µM | hit rate 0.34% among 340,000 | AID 485347, 2010;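 active means potentiation over 3 SD above the plate norm, cut at about 30% in these data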; further: 0% is about no effect
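Primary screen. Calcium kinetics in induced HEK293 T-REx D2 cells: compound pre-addition 180 s, EC20 dopamine, 180 s more.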
RXFP1 antagonist: qHTS Assay for Antagonists of the Relaxin Receptor RXFP1; activity change, negative = inhibition, % at 57.5 µM; HEK293-RXFP1, relaxin-stimulated cAMP HTRF, 30 min; stronger effect = lower value; hit rate 0.59% among 350,000;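 active means activity change of -60% or lower, but not beyond a set lower limit; inconclusive means change between -60% and -40%, or beyond the set limit; inactive means change above -40%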; further: on the % scale 0 is the no-effect control and ±100 the full control effect
D1 antag: Antagonist of Human D 1 Dopamine Receptor: qHTS; D(1A) dopamine receptor (Homo sapiens), P21728; HEK293 TREx D1 cells, calcium flux, dopamine EC80; stronger effect = lower value; activity change, negative = inhibition, % at 10 µM; hit rate 3.2% among 360,000; AID 504652, 2011; in the data active means activity change below about -30%; further: on the % scale 0 is the no-effect control and ±100 the full control effect
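Tetracycline-induced HEK293 T-REx cells with force-coupled D1 receptor were loaded with a no-wash calcium dye. Compound was added after a 10 s baseline and read kinetically for 180 s; EC80 dopamine was then added and calcium flux followed another 180 s.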
Vif-A3G inh: qHTS for Inhibitors of Vif-A3G Interactions: qHTS. Potency, µM (highest dose often 46.1 µM), for the others: top-dose activity, negative = active, actives largely listed as inhibitors. DNA dC->dU-editing enzyme APOBEC-3G (Homo sapiens), Q9HC16. HeLa A3G-eYFP + Vif (tagged APOBEC3G with the HIV-1 protein that degrades it), YFP fluorescence, overnight. hit rate 0.076% among 410,000. AID 602310, 2012;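 further: potency means the concentration at half of the fitted maximal effect; on the % scale 0 is the no-effect control and ±100 the full control effect; nearly all actives have a fitted effect of over 60% in size; hits raise eYFP signal because A3G escapes Vif-driven loss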
Target sequence (Q9HC16 whole entry, looked up): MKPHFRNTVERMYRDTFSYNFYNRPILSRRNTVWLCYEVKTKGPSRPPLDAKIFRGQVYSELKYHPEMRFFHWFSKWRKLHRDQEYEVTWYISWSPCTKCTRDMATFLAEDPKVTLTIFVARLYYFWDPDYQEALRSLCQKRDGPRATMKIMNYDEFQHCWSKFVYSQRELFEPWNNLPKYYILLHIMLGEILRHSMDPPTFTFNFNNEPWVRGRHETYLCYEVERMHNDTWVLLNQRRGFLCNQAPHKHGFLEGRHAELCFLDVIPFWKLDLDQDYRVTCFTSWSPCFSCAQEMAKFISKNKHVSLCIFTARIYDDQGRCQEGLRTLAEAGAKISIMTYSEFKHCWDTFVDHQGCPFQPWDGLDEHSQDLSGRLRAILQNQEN
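Read-out is eYFP fluorescence (Ex 488/Em 500-530) from Vif-expressing HeLa A3G-eYFP cells; more signal means A3G escaped Vif-mediated degradation. Cells plated overnight, compound pinned in, incubated overnight at 37 deg C.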
D1 PAM: Potentiators of Human D1 Dopamine Receptor: qHTS | potentiation, % at 10 µM | hit rate 0.036% among 360,000 | HEK293 TREx D1 cells, calcium flux, dopamine EC20 potentiation | D(1A) dopamine receptor (Homo sapiens), P21728 | AID 504651, 2011; in the data active means potentiation above about 30%; further: 0% is about no effect
The depositor's hits bear a star; ? = inconclusive; . = not tested or not shown; & = joins results of further samples. Unless noted, the call rests on the fitted dose curve; in most records, active means well fitted curve in the direction sought with a large enough effect; inconclusive means small, poorly fitted or top-dose-only effect, or another doubt; inactive means no such curve, though single readings can be large; an effect the other way counts as inactive or inconclusive. A portion of the library, so the mix of outcomes need not match the whole.

SMILES | Vif-APOBEC3F blk | D1 ag | RXFP1 ag | Glioma ERSR ind | D2 PAM | RXFP1 antagonist | D1 antag | Vif-A3G inh | D1 PAM
CC12CN3CC(C)(CN(C1)C3c1cccs1)C2O (centres undefined) | 0% | 1 | 2.6% | -2% | 17 | 7 | 8 | 2% | 0
COc1ccccc1CN1CCN(C(=O)COc2ccc3ccccc3c2)CC1 | -9% | 1 | -1.7% | -3% | 11 | -2 | -4 | -4% | -3
N=C1c2ccccc2CN1NC(=O)c1ccccc1 | -18% | 1 | 0.7% | 2% | 10 | -15 | 6 | 1% | 4
CCn1ccnc1CN1CCCC(C(=O)c2ccc(OC)cc2OC)C1 (centres undefined) | -14% | 12 | 1.8% | ? | -9 | 0 | -28 | -6% | -2
Cc1cccc(-n2c(/C=C/c3ccccn3)nc3ccccc3c2=O)c1 | 0% | 2 | 4.1% | -3% | 11 | -5 | 10 | -8% | -1
O=c1[nH]c(=O)n(-c2ccc(Br)cc2)c(O)c1C=NC(CO)(CO)CO | 13% | 3 | 0.0% | -2% | 2 | -8 | -6 | -1% | 5
COc1cc(/C=C/c2nc3ccccc3c(=O)n2-c2cccc(O)c2)ccc1O | ? | 19 | 0.5% | 15% | 2 | 0 | -28 | ? | -10
CCc1nc2ccc(Br)cc2c(=O)n1-c1ccccc1C(F)(F)F | 5% | . | . | -4% | . | 3 | . | -1% | .
O=C1NC(=O)C(=Cc2ccc(OCC(=O)N3CCOCC3)cc2)C(=O)N1 | -13% | 3 | 0.4% | -2% | 2 | . | -37* | 0% | 0
CN1C(=O)c2ccccc2Sc2ccc(C(=O)N3CCC4(CC3)OCCO4)cc21 | -1% | 2 | -0.4% | -4% | 4 | -1 | 10 | 1% | -8
Cc1ccccc1OCCN=Cc1c(O)n(C)c(=O)n(C)c1=O | -4% | 18 | 3.4% | 1% | -5 | 3 | -21 | 0% | -4
Cc1cccc(-n2c(-c3cccs3)nc3ccccc3c2=O)c1 | 5% | 4 | 2.7% | 0% | . | -12 | 8 | -3% | -6
COc1cc(CN2CC3CC(C2)c2cccc(=O)n2C3)cc(OC)c1OC (centres undefined) | -7% | 1 | -0.2% | -2% | 4 | -4 | -15 | 0% | 3
O=c1[nH]c(=O)n(-c2ccccc2)c(O)c1C=NC12CN3CN(CN(C3)C1)C2 | . | 2 | -1.3% | . | -5 | . | -6 | . | 1
COc1ccc2ccccc2c1CNCCc1ccccc1 | 2% | 16 | -0.2% | -6% | -6 | -4 | 14 | 0% | -3
CN1CCC2(O)OCCCC2C1 (centres undefined) | 10% | 9 | 3.6% | -3% | 7 | -4 | 18 | 3% | 4
N#Cc1ccccc1Cn1cc(C(=O)c2cccs2)c2ccccc21 | -5% | 16 | 3.3% | -3% | 16 | 1 | 13 | 1% | 5
Cc1cc(=O)oc2cc(OCC(=O)N3C[C@H]4C[C@@H](C3)c3cccc(=O)n3C4)c(Cl)cc12 | -2% | -1 | 1.1% | -2% | 7 | . | 17 | 3% | 5
CC(Cc1ccccc1)NC(=O)c1ccc(N)cc1 (centres undefined) | -9% | 5 | 1.3% | -4% | 11 | 4 | 32 | 6% | 1
COc1ccc(C(=O)C2(C)N(O)C(C)C(c3cccs3)=[N+]2[O-])cc1 (centres undefined) | 0% | 1 | 1.0% | -7% | -3 | 9 | 0 | 2% | 2
CC(C)OC(=O)C1C(=O)NC2(C)CC1c1ccccc1O2 (centres undefined) | -4% | 2 | 9.2% | -5% | -1 | 1 | -3 | 3% | 3
Cc1cccc(-n2c(O)c(C=Nc3ccc(S(N)(=O)=O)cc3)c(=O)[nH]c2=O)c1 | 6% | 3 | 2.5% | -1% | 13 | 8 | 13 | 1% | -2
Cc1nc(Cl)sc1C(=O)Nc1ccc2ccccc2c1 | 20% | -1 | 4.7% | 4% | -6 | -13 | -11 | 0% | -5
Cc1cc(OCC(=O)NCc2ccncc2)c2c3c(c(=O)oc2c1)CCCC3 | -1% | 0 | 2.2% | -3% | 11 | -17 | 8 | -11% | -2
C=CCOC(=O)N1Cc2ccccc2-n2nncc2C1 | -5% | . | . | -7% | . | 2 | . | 1% | .
CSc1ccc(C(=O)C2CCCN(Cc3ccn[nH]3)C2)cc1 (centres undefined) | 12% | 5 | 1.7% | -5% | -16 | 10 | -2 | 0% | 1
C[C@H](NC(=O)CCC(=O)N1C[C@H]2C[C@H](C1)c1cccc(=O)n1C2)c1ccccc1 | -8% | 2 | 2.7% | -3% | -6 | . | 4 | -3% | -3
Cc1ccc(OP(N)(=O)Oc2ccc(C)cc2)cc1 | 1% | 0 | 1.3% | 3% | . | 6 | 3 | -3% | -2
CCOC(=O)C1=C(N)OC2=C(C(=O)CCC2)C12C(=O)N(CC(N)=O)c1ccccc12 (centres undefined) | 0% | 0 | 0.9% | -3% | 1 | -6 | -4 | 0% | 6
O=C1NC(=S)N(c2ccc(F)cc2)C(=O)/C1=C\c1ccoc1 | -5% | 8 | 1.0% | -8% | . | -33 | 1 | 0% | -3
CN1C(=O)C(=CN2CCN(C(=O)c3ccco3)CC2)C(=O)N(C)C1=S | -11% | 1 | 1.6% | -3% | -15 | -10 | 16 | -16% | 1
C=C(C=O)C[C@@H]1C[C@H](O)C2OC3C[C@]4(C)OC5/C=C\CC6OC7C(CC=CCC6OC5CCCC4OC3CC2O1)OC1CC2OC3CC(=O)OC3C[C@@H](C)C[C@@]2(C)OC1C[C@@H]7C (some centres undefined) | 6% | -1 | -1.0% | -11% | 9 | . | -20 | ? | -9
Cc1nc2ccccc2c(=O)n1-c1ccc(Cl)c(Cl)c1 | -4% | -1 | -0.7% | 2% | 3 | 4 | 20 | -1% | -3
CC1CN1P(=O)(Oc1ccc2ccccc2c1)N1CC1C (centres undefined) | 1% | . | . | 0% | . | -1 | . | -2% | .
O=C(c1ccc(Cl)cc1)C1CCCN(Cc2ccc3nonc3c2)C1 (centres undefined) | 9% | 3 | 4.7% | -4% | 7 | -8 | 0 | 1% | -2
Cc1ccc(-n2c(O)c(/C=N/c3ncc(Br)cc3Br)c(=O)[nH]c2=O)cc1 | 4% | 0 | ? | -3% | -5 | -5 | 4 | 0% | 8
CC(Cc1ccc(O)cc1)NCC(O)c1cc(O)cc(O)c1 (centres undefined) | 1% | . | 4.2% | -2%&-7%&-2% | . | 10 | -31* | -1% | .
COc1cc2c3c(c1OC)-c1cc(O)ccc1CC3NCC2 (centres undefined) | 7% | 0 | -0.8% | -5% | -10 | -10 | 11 | -8% | -1
Cn1c(NN=O)nc2ccccc21 | -13% | 1 | -2.0% | -4% | 7 | -1 | -15 | 1% | 1
CN(C)C(=O)NC(O)C(Cl)(Cl)Cl (centres undefined) | 12% | 3 | -0.7% | 0% | -8 | 23 | -17 | -2% | -3
COc1ccccc1OC(=O)c1ccc(C)c(S(=O)(=O)N2CCOCC2)c1 | -11% | 9 | 1.9% | -1% | 4 | -15 | 6 | -4% | -2
CCCNC(=O)N1[C@H]2CC[C@@H]1C(C(=O)OC)=C(c1c(C)noc1C)C2 | 0% | 1 | 1.4% | -3% | 12 | . | 8 | 4% | 2
CCN1CCN(c2ccc([N+](=O)[O-])cc2C=C2C(=O)NC(=O)NC2=O)CC1 | 1% | 1 | 0.9% | -1% | 1 | -16 | 15 | 1% | 2
CN1CCN(c2ccc(S(C)(=O)=O)cc2[N+](=O)[O-])CC1 | -6% | 3 | -1.6% | -4% | 18 | -1 | 5 | 0% | 5
O=C(O)C1CC2(Cl)C(Cl)=C(Cl)C1(Cl)C2(Cl)Cl (centres undefined) | 6% | . | . | -1% | . | -3 | . | 3% | .
CN(C)C(Cc1ccc(Cl)cc1)C(=O)c1ccccc1 (centres undefined) | -3% | 2 | 1.3% | 2% | -6 | -1 | -6 | 0% | -3

In the list so far, these have a carbonyl joined to an NH by a bond outside any ring:
SMILES | Vif-APOBEC3F blk | D1 ag | RXFP1 ag | Glioma ERSR ind | D2 PAM | RXFP1 antagonist | D1 antag | Vif-A3G inh | D1 PAM
N=C1c2ccccc2CN1NC(=O)c1ccccc1 | -18% | 1 | 0.7% | 2% | 10 | -15 | 6 | 1% | 4
CC(Cc1ccccc1)NC(=O)c1ccc(N)cc1 (centres undefined) | -9% | 5 | 1.3% | -4% | 11 | 4 | 32 | 6% | 1
Cc1nc(Cl)sc1C(=O)Nc1ccc2ccccc2c1 | 20% | -1 | 4.7% | 4% | -6 | -13 | -11 | 0% | -5
Cc1cc(OCC(=O)NCc2ccncc2)c2c3c(c(=O)oc2c1)CCCC3 | -1% | 0 | 2.2% | -3% | 11 | -17 | 8 | -11% | -2
C[C@H](NC(=O)CCC(=O)N1C[C@H]2C[C@H](C1)c1cccc(=O)n1C2)c1ccccc1 | -8% | 2 | 2.7% | -3% | -6 | . | 4 | -3% | -3
CCOC(=O)C1=C(N)OC2=C(C(=O)CCC2)C12C(=O)N(CC(N)=O)c1ccccc12 (centres undefined) | 0% | 0 | 0.9% | -3% | 1 | -6 | -4 | 0% | 6
CN(C)C(=O)NC(O)C(Cl)(Cl)Cl (centres undefined) | 12% | 3 | -0.7% | 0% | -8 | 23 | -17 | -2% | -3
CCCNC(=O)N1[C@H]2CC[C@@H]1C(C(=O)OC)=C(c1c(C)noc1C)C2 | 0% | 1 | 1.4% | -3% | 12 | . | 8 | 4% | 2

High-throughput results: PubChem, National Center for Advancing Translational Sciences (NCATS)
